S1P4 agonist = human S1P4 receptor agonism; O95977; S1P4-expressing cell line, agonist reporter assay; activation, % at 4.98 µM; 0.35% of 220,000 active; in the data active means activation above about 11%;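 further: 0% = DMSO vehicle and 100% = reference agonist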
CHOP inhibitor = inhibitors of CHOP induction in ER stress response; inhibition, % at 10 µM; CHO-K1 CHOP-promoter luciferase, tunicamycin-induced, 15-18 h; 3.8% of 220,000 active;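 active means compounds that reduced the stress-induced luciferase reporter signal by more than about 70% of percent inhibition, limit read from the data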;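 further: 0% = tunicamycin plus vehicle and 100% = wells without tunicamycin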
S1P4 antagonist = human S1P4 receptor antagonism; O95977; S1P4-expressing cells, antagonist mode, reporter read-out; inhibition, % at 4.98 µM; 0.26% of 220,000 active; in the data active means inhibition above about 29%;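 further: 0% = wells stimulated with agonist and 100% = vehicle wells without agonist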
NPY1 pot ag = human NPY-Y1 potentiation or agonism, primary screen; NPY-Y1 expressing cells, potentiator/agonist activation; activation, % at 3.6 µM; 0.37% of 220,000 active; in the data active means activation above about 33%, passing the limit was not always enough;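 further: cells stimulated with NPY at EC10 then isoproterenol at EC100; 0% = low agonist plus stimulus and 100% = saturating agonist plus stimulus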
Target sequence (P25929 whole entry, looked up): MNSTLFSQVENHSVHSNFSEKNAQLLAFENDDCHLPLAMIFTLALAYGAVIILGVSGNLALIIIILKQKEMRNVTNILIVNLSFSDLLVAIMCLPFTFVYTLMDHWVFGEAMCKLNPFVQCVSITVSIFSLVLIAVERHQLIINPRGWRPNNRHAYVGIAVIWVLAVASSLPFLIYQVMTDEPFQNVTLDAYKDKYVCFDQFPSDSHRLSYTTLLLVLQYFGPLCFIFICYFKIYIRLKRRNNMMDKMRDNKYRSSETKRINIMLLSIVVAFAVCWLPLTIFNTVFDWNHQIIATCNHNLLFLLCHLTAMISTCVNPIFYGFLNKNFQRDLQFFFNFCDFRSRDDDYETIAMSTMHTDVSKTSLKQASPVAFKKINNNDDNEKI
BaF3 tox = parental Ba/F3 viability inhibition as JAK2V617F counter-screen; 1.1% of 220,000 active; CellTiter-Glo ATP luminescence; inhibition, % at 5.6 µM; AID 1486;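 active means inhibition above a per-campaign cutoff, the mean inhibition of all tested compounds plus 3 SD, cut at about 27% in these data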;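 further: 0% = DMSO wells and 100% = JAK Inhibitor I control wells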
Ba/F3 V617F tox = loss of viability in JAK2V617F-driven Ba/F3 cells | Ba/F3 EpoR-JAK2V617F viability, ATP luminescence | inhibition, % at 5.6 µM | 1.1% of 220,000 active | AID 1446;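 active means inhibition above the campaign mean plus 3 SD over all tested compounds, cut at about 24% in these data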;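 further: cytokine-independent growth of Ba/F3 cells driven by EpoR plus mutant JAK2; 0% = DMSO-treated cells and 100% = JAK inhibitor I control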
NPY-Y2 PAM-ag = potentiators or agonists of human neuropeptide Y receptor Y2. P49146. cells expressing NPY-Y2, potentiator/agonist read-out. activation, % at 3.6 µM. 0.45% of 220,000 active; in the data active means activation above about 27%;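 further: cells stimulated with NPY near EC25 plus isoproterenol at EC100; 0% = vehicle plus submaximal agonist and 100% = vehicle plus saturating agonist; some results beyond the cut were filed as inactive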
Target sequence (P49146 whole entry, looked up): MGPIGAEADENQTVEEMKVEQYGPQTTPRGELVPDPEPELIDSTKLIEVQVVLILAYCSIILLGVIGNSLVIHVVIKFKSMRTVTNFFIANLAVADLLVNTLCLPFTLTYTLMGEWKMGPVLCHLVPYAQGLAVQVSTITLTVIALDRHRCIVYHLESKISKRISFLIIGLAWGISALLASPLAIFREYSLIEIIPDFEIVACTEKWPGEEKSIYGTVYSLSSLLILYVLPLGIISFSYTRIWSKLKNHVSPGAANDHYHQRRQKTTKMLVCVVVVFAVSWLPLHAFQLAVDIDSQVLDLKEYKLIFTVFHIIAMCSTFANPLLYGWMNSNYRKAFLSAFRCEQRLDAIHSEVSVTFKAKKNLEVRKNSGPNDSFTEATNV
NPY-Y1 antag = antagonists of human neuropeptide Y receptor Y1; P25929; inhibition, % at 3.6 µM; HEK293-CNG Y1 cells, membrane potential fluorescence; NPY at EC95, then isoproterenol; 1% of 200,000 active; AID 1040;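 active means inhibition above the campaign mean inhibition of all tested compounds plus 3 SD, cut at about 20% in these data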;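 further: 0% = DMSO wells given NPY plus isoproterenol and 100% = isoproterenol alone without NPY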
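material = HEK293 cells with Y1 receptor plus CNG channel | also added = NPY 25 nM then isoproterenol 1 µM plus Ro 20-1724 25 µM | schedule = dye 3 h, compound 60 min room temperature, stimulation 45 min | measured by = membrane potential fluorescence | benchmarks = high control isoproterenol alone, low control NPY with isoproterenol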
p47phox inh = inhibitors of human p47phox binding. P14598. p47phox/p22phox peptide binding, fluorescence polarization, 2 h. inhibition, % at 24.7 µM. 0.53% of 220,000 active. AID 1274;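 active means inhibition above about 30%, limit read from the data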;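 further: 0% = p47phox with labelled peptide and 100% = labelled peptide alone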
Numbers without * were called inactive; / = not tested or not shown.

1	O=C1CC(N2CCN(c3ccc(O)cc3)CC2)C(=O)N1Cc1cccs1 (stereo not given)
2	O=C(Nc1ccc(N2CCOCC2)nc1)c1c(F)cccc1F
3	CC1(c2ccc3noc(-c4ccccc4)c3c2)OCCO1
4	O=C(Nc1ccc(Cl)cc1)/C(=C/c1ccc([N+](=O)[O-])cc1)c1nc2ccccc2s1
5	COc1ccc(-c2nc3ccccc3c(=O)n2NC(=O)c2cccnc2Cl)cc1OC
6	CS(=O)(=O)c1ccc(C(=O)Nc2ccc(N3CCOCC3)cc2)c(Cl)c1
7	Cc1ccc(C)c(OCC(=O)N2CCOCC2)c1
8	COc1cccc(CSc2nc3sc(C)c(C)c3c(=O)n2Cc2ccco2)c1

| Screen / compound no. | 1 | 2 | 3 | 4 | 5 | 6 | 7 | 8 |
| --- | --- | --- | --- | --- | --- | --- | --- | --- |
| S1P4 agonist | -1.2 | -0.8 | 0.3 | 1.0 | 1.0 | 1.5 | -1.9 | 0.8 |
| CHOP inhibitor | 35 | -6 | 18 | 105* | -3 | 6 | 14 | 7 |
| S1P4 antagonist | 3 | -4 | -14 | 8 | 1 | 5 | -4 | -11 |
| NPY1 pot ag | -3 | -12 | -6 | 13 | -23 | 18 | -10 | -39 |
| BaF3 tox | 10 | -1 | 1 | -1 | 4 | 6 | 9 | 3 |
| Ba/F3 V617F tox | 3 | 2 | -2 | -2 | -2 | 2 | 3 | -1 |
| NPY-Y2 PAM-ag | 2 | -10 | 5 | -2 | -2 | 5 | -12 | -25 |
| NPY-Y1 antag | 3 | / | -5 | -1 | 6 | 3 | 3 | 14 |
| p47phox inh | 5 | -9 | -1 | -6 | -2 | 1 | -11 | -25 |

9	Cc1cc(C)c(C)c(OCCCOc2cccc3cccnc23)c1
10	O=C(COC(=O)c1ccc(Br)cc1)Nc1ccccc1Br
11	Cc1nnc(SCc2nc3sc(C(=O)O)c(C)c3c(=O)[nH]2)s1
12	CSc1ccc(/C=C/c2ccc3cccc(O)c3n2)cc1
13	CCCCNC(=O)N1CCOCCOCCN(C(=O)NCCCC)CCOCC1
14	Cc1nn(CCO)c2nc(-c3cccs3)cc(C(F)(F)F)c12
15	CN(c1cccc(Cl)c1)S(=O)(=O)c1cccc(C(=O)NC2=NCCS2)c1
16	Cn1c2c(c(=O)[nH]c1=O)C(NC(=O)c1ccco1)(C(F)(F)F)C(=O)N2 (stereo not given)

| Screen / compound no. | 9 | 10 | 11 | 12 | 13 | 14 | 15 | 16 |
| --- | --- | --- | --- | --- | --- | --- | --- | --- |
| S1P4 agonist | 0.9 | -0.8 | 0.2 | 0.7 | 1.9 | 1.1 | 0.0 | 1.7 |
| CHOP inhibitor | 81* | -13 | 14 | -32 | 2 | 85* | -22 | -8 |
| S1P4 antagonist | -6 | -12 | 3 | 0 | 8 | -14 | 14 | 5 |
| NPY1 pot ag | -40 | -27 | 13 | -8 | 7 | -46 | 0 | 17 |
| BaF3 tox | 8 | 2 | 0 | 8 | -1 | 2 | -2 | 2 |
| Ba/F3 V617F tox | 2 | 3 | -6 | 3 | -1 | 1 | 0 | -1 |
| NPY-Y2 PAM-ag | -5 | -6 | 9 | -21 | 16 | 1 | 14 | 16 |
| NPY-Y1 antag | 15 | 4 | / | 7 | 10 | -1 | -5 | -2 |
| p47phox inh | -22 | 2 | -1 | -27 | -4 | -17 | -26 | 1 |

17	CC1(C)CC(=O)C(C=NCc2ccccn2)=C(O)C1
18	O=C(CCCn1c(SCc2ccccc2F)nc2ccccc2c1=O)NCC1CCCO1 (stereo not given)
19	Clc1nssc1=Nc1ccccc1
20	CC(C)(SC(=S)N1CCOCC1)C(=O)O
21	Oc1ccc(C=NCC2COc3ccccc3O2)cc1 (stereo not given)
22	O=C(c1ccco1)N1CCN(C(=O)c2cccs2)CC1
23	CS(=O)Cc1cc(Sc2ccccc2)nc(-c2ccncc2)n1 (stereo not given)
24	CCc1cc(-c2n[nH]c(=S)n2CC(C)C)cs1

| Screen / compound no. | 17 | 18 | 19 | 20 | 21 | 22 | 23 | 24 |
| --- | --- | --- | --- | --- | --- | --- | --- | --- |
| S1P4 agonist | -0.2 | -1.9 | 0.2 | 0.1 | 2.4 | 2.1 | 0.5 | -0.3 |
| CHOP inhibitor | 27 | 26 | 86* | -14 | 26 | 10 | 20 | 25 |
| S1P4 antagonist | 14 | 11 | -4 | -8 | 3 | 7 | 0 | -6 |
| NPY1 pot ag | 26 | -10 | 6 | 0 | -24 | 8 | -2 | -24 |
| BaF3 tox | 4 | -1 | 7 | 1 | 2 | 5 | 0 | 2 |
| Ba/F3 V617F tox | -3 | -2 | -5 | -4 | 1 | -2 | -1 | 2 |
| NPY-Y2 PAM-ag | 7 | -7 | -3 | -8 | -4 | 6 | 3 | 1 |
| NPY-Y1 antag | 2 | 1 | -3 | -1 | 5 | 1 | 2 | 9 |
| p47phox inh | -3 | 6 | 7 | -14 | -6 | -10 | 1 | 10 |

25	O=C(Nc1ccc(F)cc1F)N1CCCN(CCOc2ccccc2)CC1
26	Cc1c(C(=O)NC2=NCCS2)oc2ccccc12
27	O=C(Nc1nccs1)C1CC2CCC1C2 (stereo not given)
28	COc1cc(C=Nc2ccccc2C(=O)Nc2ccccc2)cc(OC)c1OC

| Screen / compound no. | 25 | 26 | 27 | 28 |
| --- | --- | --- | --- | --- |
| S1P4 agonist | 1.4 | 0.9 | 0.2 | 0.5 |
| CHOP inhibitor | -11 | 31 | 15 | -7 |
| S1P4 antagonist | 6 | -2 | -7 | -6 |
| NPY1 pot ag | 5 | 0 | -18 | -16 |
| BaF3 tox | -2 | 9 | 7 | 5 |
| Ba/F3 V617F tox | -3 | 6 | -2 | 0 |
| NPY-Y2 PAM-ag | -1 | -2 | 2 | -7 |
| NPY-Y1 antag | / | -3 | -6 | 4 |
| p47phox inh | 2 | 3 | 2 | -6 |

CHOP inhibitor, what is marked active above.
No.	smiles	S1P4 agonist	CHOP inhibitor	S1P4 antagonist	NPY1 pot ag	NPY-Y2 PAM-ag	NPY-Y1 antag	p47phox inh
4	O=C(Nc1ccc(Cl)cc1)/C(=C/c1ccc([N+](=O)[O-])cc1)c1nc2ccccc2s1	1.0	105*	8	13	-2	-1	-6
9	Cc1cc(C)c(C)c(OCCCOc2cccc3cccnc23)c1	0.9	81*	-6	-40	-5	15	-22
14	Cc1nn(CCO)c2nc(-c3cccs3)cc(C(F)(F)F)c12	1.1	85*	-14	-46	1	-1	-17
19	Clc1nssc1=Nc1ccccc1	0.2	86*	-4	6	-3	-3	7

4 entries from above, with each value named:
27) O=C(Nc1nccs1)C1CC2CCC1C2 (stereo not given)
  S1P4 agonist: 0.2 | CHOP inhibitor: 15 | S1P4 antagonist: -7 | NPY1 pot ag: -18 | BaF3 tox: 7 | Ba/F3 V617F tox: -2 | NPY-Y2 PAM-ag: 2 | NPY-Y1 antag: -6 | p47phox inh: 2

26) Cc1c(C(=O)NC2=NCCS2)oc2ccccc12
  S1P4 agonist: 0.9 | CHOP inhibitor: 31 | S1P4 antagonist: -2 | NPY1 pot ag: 0 | BaF3 tox: 9 | Ba/F3 V617F tox: 6 | NPY-Y2 PAM-ag: -2 | NPY-Y1 antag: -3 | p47phox inh: 3

25) O=C(Nc1ccc(F)cc1F)N1CCCN(CCOc2ccccc2)CC1
  S1P4 agonist: 1.4 | CHOP inhibitor: -11 | S1P4 antagonist: 6 | NPY1 pot ag: 5 | BaF3 tox: -2 | Ba/F3 V617F tox: -3 | NPY-Y2 PAM-ag: -1 | NPY-Y1 antag: / | p47phox inh: 2

28) COc1cc(C=Nc2ccccc2C(=O)Nc2ccccc2)cc(OC)c1OC
  S1P4 agonist: 0.5 | CHOP inhibitor: -7 | S1P4 antagonist: -6 | NPY1 pot ag: -16 | BaF3 tox: 5 | Ba/F3 V617F tox: 0 | NPY-Y2 PAM-ag: -7 | NPY-Y1 antag: 4 | p47phox inh: -6

Assay outcomes: PubChem, several laboratories
